IL-1B inflam inh – inhibitors of inflammasome signaling (IL-1 beta secretion) | AID 743279 | activity change, % at 57.5 µM | THP-1 LPS/ATP IL-1B secretion, AlphaLISA, 16 h; active compounds read low | 360,000 tested, 4.7% active; in the data active = activity change below about -50%; inconclusive = mostly about -30% to -49%; also: % is scaled to controls: 0 for no effect and ±100 for the full control effect
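THP-1 cells pretreated 1 hr with compounds (up to 57.5 uM final), then stimulated with LPS (250 ng/mL final) plus ATP (1.25 mM final); secreted IL-1B measured by AlphaLISA after 16 hr, decreased signal indicating inhibition.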
S2 tox – cell viability loss in ATXN counter-screen; S2 cells (HEK-293 line with an ATXN2-luciferase reporter) viability, CellTiter-Fluor protease fluorescence, 24 h; Potency, µM (highest dose often 56.7 µM), hits mostly cytotoxic; 400,000 tested, 0.49% active; also: potency is read from the fitted curve at half-maximal effect; nearly all actives have a fitted effect of over 40% in size
HT1080NT lethal – kills 2HG-producing HT-1080-NT fibrosarcoma cells; Potency, µM (doses to about 46.1 µM), without a hit: at the highest dose activity, negative = less viability, most hits filed as cytotoxic; HT-1080-NT fibrosarcoma viability, CellTiter-Glo ATP luminescence, 48 h; 360,000 tested, 1.6% active; AID 686970;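 also: NT is the 2HG producing partner of a matched IDH1 knockdown line; potency is read from the fitted curve at half-maximal effect; 0% = DMSO-treated cells and -100% = media-only wells without cells; nearly all actives have a fitted effect of over 55% in size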
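Viability by CellTiter-Glo luminescence after 48 h compound exposure at 37C of HT-1080-NT cells (750/well, RPMI, 5% FBS). % activity scaled between DMSO wells and medium-only wells, then curve-fitted and categorized by curve class.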
KB-3-1 cytotox – KB-3-1 parental cell cytotoxicity; KB-3-1 viability, CellTiter-Glo ATP luminescence, 72 h; Potency, µM (titrated, usually from 46.1 µM), inactives show at the highest dose activity change, negative = cytotoxic, actives largely listed as cytotoxic; 400,000 tested, 1.4% active; also: potency is read from the fitted curve at half-maximal effect; % is scaled to controls: 0 for no effect and ±100 for the full control effect; nearly all actives have a fitted effect of over 60% in size
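KB-3-1 parental drug-naive adenocarcinoma cells in DMEM/10% FBS, incubated 72 h at 37 C with pin-transferred compounds across a concentration series. Viability by CellTiter-Glo luminescence; concentration-response curves fitted after normalization.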
MCF10A rerep – induces DNA re-replication in MCF 10a normal breast cells. MCF 10A DNA re-replication, Hoechst nuclear intensity, 48 h. Potency, µM (top dose mostly 46.1 µM), inactives show top-dose activity, positive = re-replication, usual class: activators. 350,000 tested, 2.9% active; also: potency is read from the fitted curve at half-maximal effect; % of control where 0% means no effect; nearly all actives have a fitted effect of over 50% in size
SW480 rereplic – inducers of DNA re-replication in SW480 colon cancer cells | SW480 DNA re-replication, Hoechst DNA content imaging, 48 h | Potency, µM (highest dose often 46.1 µM), for inactives: at the highest dose re-replication activation, hits mostly activators | 340,000 tested, 1.8% active | AID 624297; also: potency is read from the fitted curve at half-maximal effect; % of control where 0% means no effect; nearly all actives have a fitted effect of over 55% in size
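Treated cells incubate 48 hr (37 C, 5% CO2), are stained 40 min with Hoechst, and nuclear fluorescence is enumerated; a rise in nuclei with high DNA signal marks re-replication.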
ATXN2 expr inh – inhibitors of ATXN2 expression; AID 1745845; 360,000 tested, 0.72% active; Potency, µM (highest dose often 57 µM), inactives show top-dose activity change, negative = inhibition, usual class: inhibitors; HEK-293 ATXN2-luciferase reporter, luminescence, 24 h; also: potency is read from the fitted curve at half-maximal effect; % is scaled to controls: 0 for no effect and ±100 for the full control effect; nearly all actives have a fitted effect of over 55% in size
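qHTS (up to 57 uM final) was run with 24 h compound exposure of reporter cells at 37 °C. Each well was multiplexed: SteadyGlo luminescence measured ATXN2-luciferase expression after a fluorogenic Gly-Phe-AFC viability readout (25 uM final).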
KB-V1 cytotox – KB-V1 MDR subline cytotoxicity. Potency, µM (titrated, usually from 46.1 µM), for the others: at the top dose activity change, negative = cytotoxicity, actives largely listed as cytotoxic. KB-V1 MDR cells viability, CellTiter-Glo, 72 h. 400,000 tested, 3.4% active; also: potency is read from the fitted curve at half-maximal effect; % is scaled to controls: 0 for no effect and ±100 for the full control effect; nearly all actives have a fitted effect of over 60% in size
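Luminescent ATP read-out (CellTiter-Glo, 10 min) measures survival of drug-selected KB-V1 MDR cells after 72 h, 37 degrees C compound exposure. Medium: phenol-red-free DMEM, 10% FBS. Values from fitted concentration-response curves.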
HT1080 IDH1KD tx – toxicity to HT-1080 IDH1 knockdown cells (counter line); HT-1080 IDH1 knockdown viability, ATP luminescence, 48 h; Potency, µM (doses to about 46.1 µM), for the others: at the top dose activity, negative = toxicity, usual class: cytotoxic; 360,000 tested, 2% active; AID 686971;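 also: potency is read from the fitted curve at half-maximal effect; 0% = DMSO wells and -100% = cell-free medium wells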
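Cytotoxicity counter-line: IDH1KD HT-1080, 48 h, CellTiter-Glo. Curves classed by r2, magnitude and activity.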
Numbers without * were called inactive; i = inactive; ? = inconclusive; / = not tested or not shown; & = joins results of further samples; [ ] = dose if it differs, or a comment. Unless noted, calls follow the shape of the dose curve; as a rule, active = well fitted curve in the direction sought with a large enough effect; inconclusive = small, poorly fitted or top-dose-only effect, or another doubt; inactive = no such curve, though single readings can be large; an effect the other way counts as inactive or inconclusive. No enrichment for hits. About 11% of those tested had a hit in this group.

SMILES | IL-1B inflam inh | S2 tox | HT1080NT lethal | KB-3-1 cytotox | MCF10A rerep | SW480 rereplic | ATXN2 expr inh | KB-V1 cytotox | HT1080 IDH1KD tx
COc1ccccc1CNC(=O)c1nnc(Cc2ccc(Cl)cc2)o1 | -13 | i | -10% | 11% | -1% | -14% | -4% | -3% | 11%
CSCCC(NC(=O)c1ccc(Br)cc1)C(=O)O (centres undefined) | 9 | i | 13% | 12% | 4% | -2% | -4% | 1% | 9%
CCCN(CCC)S(=O)(=O)c1ccc(C(=O)O)cc1 | 17 | i | 29% | 0% | 5%&-31%&1% | -5%&-16%&0% | 5%&4% | 5% | 1%
CNc1nnc(-c2cccc(N(C)C)c2)s1 | -8 | i | 13% | -3% | -1% | -5% | 20% | 11% | 5%
Cc1ccc(N=C2CCCN2Cc2ccccc2)c(C#N)c1 | -4 | ? | 2% | ? | 4% | 5% | 58%[activator] | 18µM* | 6%
O=C(Nc1cccc(C(F)(F)F)c1)c1csc([C@@H]2O[C@H](CO)[C@H](O)[C@H](O)[C@H]2O)n1 | 0 | i | 4% | 9% | / | / | 14% | 7% | ?
CCOc1ccc(NC(=O)CCS(=O)(=O)c2cccc3nonc23)cc1 | / | i | / | 1% | / | / | -4% | 3% | /
CSCCC(NC(=O)c1ccccc1Cl)C(=O)NNC(=O)c1ccncc1 (centres undefined) | 11 | i | 0% | 13% | -4% | -52%[inhibitor] | 1% | 29% | -10%
COc1ccc(-c2oc3c(c2C(=O)OCCO)C(OCCCO)CCC3)cc1 (centres undefined) | 5 | i | 8% | 2% | / | / | 2% | ? | 10%
O=C(NCc1ccccc1)C1CC2CCCC(C1)C2=O (centres undefined) | 18 | i | -1% | 5% | 9% | 11% | 2% | -8% | 2%
O=C(Nc1ccc(S(=O)(=O)Nc2ncccn2)cc1)C12CC3CC(CC(Cl)(C3)C1)C2 | 17 | i | 0% | 0% | -3% | 1% | 3% | 8% | -17%
OCCNc1ncnc2c1c(-c1ccccc1)c(-c1ccccc1)n2Cc1ccco1 | -13 | i | -5% | 6% | ? | 3%[9.22 µM] | -1% | ? | -4%
O=C(CCNS(=O)(=O)c1cccc2nonc12)NC1CCCCC1 | -11 | i | 3% | 17% | 23% | 13% | 2% | 0% | 9%
Nc1cc2cccnc2cc1Cl | 5 | i | 0% | 3% | 0% | 13% | -18% | 0% | -5%
O=C(CSc1cccc[n+]1[O-])Nc1ccc(Cl)cc1F | -3 | i | 9% | 20% | 0% | 6% | 4% | 3% | 9%
Cc1nc(-c2cc(C#N)c(Sc3cccc(C(F)(F)F)c3)nc2C)cs1 | 14 | i | -5% | 0% | ? | 9% | / | -20% | -3%
COc1ccc(NC(=S)NCCC2=CCCCC2)cc1OC | 25 | i | 9% | 0% | 0% | 4% | 9% | -4% | 8%
COc1ccc(-c2cc(C(=O)N3CCN(c4ccc(F)cc4)CC3)no2)cc1 | 1 | i | -27% | ? | 1% | -5% | -26% | 18µM* | -25%
COCCNC(=O)C(=O)NCC1OCCCN1S(=O)(=O)c1cccs1 (centres undefined) | 0 | i | 15% | 0% | 6% | -58%[inhibitor] | 6% | -1% | 22%
COc1ccccc1NC(=O)Nc1nc(CC(=O)Nc2ccc(N(C)C)cc2)cs1 | ? | i | 4% | ? | 17% | 1% | 22% | 1% | 1%
CCn1c(C)nc2cc(C(=O)NNC(=S)Nc3ccc(OC)cc3)ccc21 | ? | i | -9% | 0% | 11% | -1% | -15% | -18% | -28%
CCOc1ccc(NC(=O)N(C2CCCCC2)C(C)c2cccnc2)cc1 (centres undefined) | -8 | i | -9% | 5% | 16% | -6% | -13% | 7% | 10%
CSc1ccc(-c2sc(Nc3ccccc3)n[n+]2-c2ccc(F)cc2)cc1 | 26 | ? | -13% | -25% | 2% | 2% | 7% | 24% | -4%
CC(OC(=O)C1=COCCO1)C(=O)Nc1cccc(S(=O)(=O)N2CCOCC2)c1 (centres undefined) | 17 | i | 13% | 22% | 3% | -9% | 28% | 25% | -1%
CSCCC(NC(=O)c1ccccc1Br)C(=O)N1CCCC(C(F)(F)F)C1 (centres undefined) | -6 | ? | 4% | 13% | 10% | -3% | 2% | -25% | 5%
Following part.
SMILES | IL-1B inflam inh | S2 tox | HT1080NT lethal | KB-3-1 cytotox | MCF10A rerep | SW480 rereplic | ATXN2 expr inh | KB-V1 cytotox | HT1080 IDH1KD tx
CCOc1cccc(NC(=O)CC#N)c1 | 11 | i | 18% | 20% | -1% | 1% | 15% | 0% | 15%
O=C(Nc1ccc2ccccc2c1)c1cccnc1 | -25 | i | -4% | 2% | 1% | -1% | 68%[activator] | -7% | -1%
O=C1CSC2=NCN(c3ccc4c(c3)OCO4)CN12 | 11 | i | -3% | -3% | 1% | -5% | 37% | 20% | -1%
CCCCCc1c(-c2cccc(F)c2)ncn1CCc1ccccc1OC | 0 | ? | ? | ? | / | / | ? | 8.2µM* | ?
CCCCCCCCCCCCCCCCOP(=O)([O-])OCC[N+](C)(C)C | / | ? | / | / | 4% | ? | 4% | / | /
Cc1cc(=O)oc2c1ccc1ccccc12 | -4 | i | 5% | 9% | 1% | -4% | 6% | 15% | 5%
O=c1oc2cc(Oc3c([N+](=O)[O-])cc(C(F)(F)F)cc3[N+](=O)[O-])ccc2c2c1CCCC2 | -82* | ? | ? | ? | 19% | -1% | ? | ? | -27%
COc1cc(/C=N/NC(=O)c2cc3ccccc3cc2O)ccc1OCCN1CCCCC1 | -19 | ? | -7% | -4% | -2% | -6% | -33% | -3% | -18%
CC(=O)c1cccc(CN2CCN(C3CCCCC3)C(CCO)C2)c1 (centres undefined) | 5 | i | 20% | 2% | 0% | -2% | -9% | 0% | 6%
Cc1ccc(N2CC(c3nnc(NC(=O)c4ccco4)s3)CC2=O)cc1C (centres undefined) | / | i | / | -3% | / | / | 4% | 27% | /
COc1ccc([C@H]2CC(=O)C[C@@H](CCn3nnc4ccccc43)O2)cc1 | 19 | i | 3% | 10% | / | / | 19% | ? | 4%
CSc1nsc(SCC(=O)Nc2nc3ccccc3s2)n1 | 0 | i | -21% | ? | ? | 5% | 24% | -16% | -9%
c1ccc(-c2cn3c(n2)CCc2ccc4cccnc4c2-3)cc1 | 36 | / | -10% | ? | ? | ? | ? | ? | -14%
CC(=O)NCCNC(=O)CNC(=O)c1ccc(Cl)cc1 | 0 | i | 16% | 1% | -3% | / | 0% | -5% | 14%
Nn1c(SCc2nc3ccccn3c2Br)nnc1-c1cccnc1 | -2 | i | -15% | 3% | -1% | 6% | 0% | 12% | -2%
Cc1cc(C)c(NC(=O)CN2CCN(c3ccccn3)CC2)c(C)c1 | -7 | i | 15% | 7% | 6% | -2% | 8% | 0% | 11%
O=C1Nc2ccccc2/C1=N/N=C/c1cccc(O)c1 | -29 | i | 3% | -1% | -1% | 0% | 11% | 9% | -4%
CC(=O)Nc1ccc(C(=O)OCc2ccccc2Br)cc1 | 0 | i | 9% | 2% | 1% | -15% | 15% | 7% | 5%
CCCCNc1nc(Cl)nc(Nc2ccc(C)cc2)n1 | 10 | i | -3% | ? | 6% | 11% | -1% | -1% | -1%
N=C1C(c2nc3ccccc3s2)=C(O)CN1NC(=O)c1c[nH]c2ccccc12 | 29 | i | 1% | 13% | -2% | 3% | -15% | 0% | -2%
CCOc1ccc(NC(=O)c2cccc(S(=O)(=O)NCc3cccnc3)c2)cc1 | 16 | i | 12% | 2% | / | / | / | ? | 6%
COc1ccc(O)c(/C=N/n2c(-c3ccco3)csc2=Nc2cccnc2)c1 | 0 | i | -18% | -12% | 27% | 4% | -22% | -3% | -7%
O=C(C1CCCN(c2ncnc3c2nc2n3CCCCC2)C1)N1CCN(c2cccc(Cl)c2)CC1 (centres undefined) | ? | 14µM* | ? | ? | ? | -33%[inhibitor] | / | 23µM* | ?
NC(=O)C1(N2CCCCC2)CCN(Cc2ccc(Br)cc2)CC1 | 10 | i | 9% | -9% | -1% | -7% | / | ? | -2%
COc1ccc(-c2oc3ncn4nc(COc5cccc(C)c5C)nc4c3c2-c2ccc(OC)cc2)cc1 | / | i | / | 1% | / | / | -1% | 26% | /
CN(C)CCSc1nnc(-c2ccccc2)o1 | -19 | i | 15% | 23% | ? | -5% | 29% | -13% | 11%
COc1ccc(CC(=O)Nc2cc(C)c3c(=O)oc4ccccc4c3n2)cc1 | -8 | i | 7% | 10% | 0% | 0% | -5% | -1% | 16%
CSc1nc(N)nc2c1ncn2CC(=O)NCc1ccc2[nH]ccc2c1 | 15 | i | -2% | 4% | 2% | 1% | ? | -11% | -1%
CCOc1ccc(NC(=O)C2CC(=O)OC2c2ccccc2)cc1 (centres undefined) | 16 | i | 14% | -1% | 4% | -5% | 1% | 8% | 0%
CC(C)CNC(=O)COCc1cc(-c2ccc3c(c2)OCO3)on1 | 6 | i | -1% | 2% | -6% | 0% | 43%[activator] | 7% | -6%

Entries of single compounds, looked up by structure. Order of values: IL-1B inflam inh	S2 tox	HT1080NT lethal	KB-3-1 cytotox	MCF10A rerep	SW480 rereplic	ATXN2 expr inh	KB-V1 cytotox	HT1080 IDH1KD tx
Shown for CC(=O)Nc1ccc(C(=O)OCc2ccccc2Br)cc1 : 0	i	9%	2%	1%	-15%	15%	7%	5%
Shown for O=C1CSC2=NCN(c3ccc4c(c3)OCO4)CN12 : 11	i	-3%	-3%	1%	-5%	37%	20%	-1%
Shown for CC(C)CNC(=O)COCc1cc(-c2ccc3c(c2)OCO3)on1 : 6	i	-1%	2%	-6%	0%	43%[activator]	7%	-6%
Shown for CSc1nsc(SCC(=O)Nc2nc3ccccc3s2)n1 : 0	i	-21%	?	?	5%	24%	-16%	-9%
Shown for CCOc1ccc(NC(=O)C2CC(=O)OC2c2ccccc2)cc1 (centres undefined) : 16	i	14%	-1%	4%	-5%	1%	8%	0%

Assay outcomes as filed in PubChem BioAssay.
